High-throughput results: PubChem BioAssay, Emory University Molecular Libraries Screening Center
14-3-3 PPI: alters human 14-3-3 gamma binding to Raf peptide; P61981; inhibition, % at 40 µM; 160,000 compounds, 0.19% hits; AID 422; FP, 14-3-3gamma / TMR-pS259-Raf peptide binding; in the data active means inhibition above about 30%;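 further: 0% = protein plus tracer without compound and 100% = blank with tracer alone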
Target sequence (P61981 whole entry, looked up): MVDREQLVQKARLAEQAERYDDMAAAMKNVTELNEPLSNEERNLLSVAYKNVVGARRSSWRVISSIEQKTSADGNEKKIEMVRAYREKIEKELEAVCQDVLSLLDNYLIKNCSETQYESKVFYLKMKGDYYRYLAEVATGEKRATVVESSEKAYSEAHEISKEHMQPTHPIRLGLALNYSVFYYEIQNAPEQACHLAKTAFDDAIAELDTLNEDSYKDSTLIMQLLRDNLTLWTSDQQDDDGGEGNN
* = called active by the depositor; & = joins results of further samples. Some of the compounds tested. The share of hits here may be higher or lower than overall.

14-3-3 PPI	structure
-2	Cc1ccc(/C(O)=C2\C(=O)C(=O)N(CCC(=O)O)C2c2cccc([N+](=O)[O-])c2)cc1 (configuration not stated)
-16	O=C1CCCC2=C1C(c1ccc(F)cc1)c1c(nc(SCc3ccc([N+](=O)[O-])cc3)[nH]c1=O)N2 (configuration not stated)
2&-8	O=C(CCCn1c(=S)[nH]c2cc3c(cc2c1=O)OCO3)NC1CC1
0	Cc1ccccc1-n1c(=O)c2ccccc2n(Cc2ccc(F)cc2)c1=O
-11	Cc1ccc(-c2nn3c(C)nnc3s2)cc1N
-2	CCCCSc1ncnc2c1c(-c1ccccc1)cn2-c1cccc(F)c1
3	OC(Cc1nc2ccccc2[nH]1)c1ccccc1Cl (configuration not stated)
1&9	O=C(O)CCCCCN1C(=O)CCC1=O
-8	O=[N+]([O-])c1cccc(-n2cccc2)c1
-6	O=C(NC1=NCCS1)c1cc2ccccc2o1

The list goes on:
14-3-3 PPI	structure
-1	CCOc1ccc(-n2c(C)c(C(C)=O)c(C(C)=O)c2C)cc1
5	CC(=O)Nc1cccc(NC(=O)C2CC3CCC2C3)c1 (configuration not stated)
0	Cc1ccc(NC(=O)c2ccc(Cn3cc(Br)cn3)o2)cc1
17	O=C(NCCN1CCOCC1)c1c(F)c(F)c(F)c(F)c1F
-6	CCN(CC)CCN1C(=O)c2oc3ccccc3c(=O)c2C1c1ccccc1 (configuration not stated)
-10	CCC(=O)N1c2ccccc2NC2=C(C(=O)CC(C)(C)C2)C1c1ccc(-c2ccc([N+](=O)[O-])cc2Cl)o1 (configuration not stated)
0	O=C(COC(=O)c1ccco1)c1ccc([N+](=O)[O-])cc1
-1	Cc1ccn2c(Nc3ccccc3C)c(-c3cccnc3)nc2c1
-1	CC(=O)N1CCc2cc(S(=O)(=O)N3CCN(c4cccc(C(F)(F)F)c4)CC3)ccc21
17	O=C1C2C3C=CC(CC3)C2C(=O)N1c1ccc(F)cc1 (configuration not stated)

Further records.
14-3-3 PPI	structure
3	CCC(=O)N(CCc1ccc(OC)cc1)C1CC(=O)N(c2ccc(Br)cc2)C1=O (configuration not stated)
1	O=C(NCCN1CCN(Cc2ccccc2Cl)CC1)C(=O)Nc1ccc(Br)cc1
0	CC1(C)CC(=O)C2=C(C1)N(CCN1CCOCC1)C1=C(C(=O)CC(C)(C)C1)C2c1ccc(Cl)c([N+](=O)[O-])c1
-17	COc1ccc(NC2=C(C)C(=O)CC2)cc1
-7	Cc1nc(NC(=O)C2CC3CCCC(C2)C3=O)sc1C (configuration not stated)
-14	COC(=O)c1ccc(C(=O)Nc2nc3c(OC)cc([N+](=O)[O-])cc3s2)cc1
-32	CC1CN(S(=O)(=O)c2ccc(C(=O)Nc3nc4c(cc5c6c(cccc64)CC5)s3)cc2)CC(C)O1 (configuration not stated)
-11	O=C(CSc1nc2ccccc2c(=O)n1Cc1cccs1)NCc1ccco1
-8	CCCN1CN(CCc2ccccc2)CNC1=S
-55	O=C1c2ccccc2C2=Nc3ccccc3SC(c3ccc(F)cc3)C12 (configuration not stated)

(further entries)
14-3-3 PPI	structure
-5	CCOC(=O)c1cnc2cc(C(F)(F)F)ccc2c1Nc1ccc(Br)cc1C
-3	CCCC(=O)Nc1ccccc1NC(=O)CCC
-6	CCc1ccc2nc(NC3=NCN(CCCN4CCOCC4)CN3)nc(C)c2c1
4	COC(=O)C1=C(N)OC2=C(C(=O)CC(c3ccccc3)C2)C1c1ccc(Cl)c([N+](=O)[O-])c1 (configuration not stated)
-6	CCOc1ccc(N2C(=O)c3ccccc3NC2c2ccc(C(=O)OC)cc2)cc1 (configuration not stated)
-5	Cc1nc2sc(C(c3ccccc3)N3CCN(C(=O)c4ccco4)CC3)c(O)n2n1 (configuration not stated)
-5	CCOc1ccc(-n2ccnc2SCC(=O)Nc2cccc(C(F)(F)F)c2)cc1
-7	Cc1occc1C(=O)NC(C)CCc1ccccc1 (configuration not stated)
-8	CC1=C(C)CS(=O)N(S(=O)(=O)c2ccccc2)C1 (configuration not stated)
-5	Cc1nc2c(C(=O)NCCC(C)C)cnn2c(C)c1Cc1cccc(Cl)c1

The listing continues.
14-3-3 PPI	structure
-6	Cc1ccc(S(=O)(=O)N2CCCC(C(=O)NCCc3ccc(Cl)cc3)C2)cc1 (configuration not stated)
7	Cc1c(NC(=O)CN(c2cccc(C(F)(F)F)c2)S(C)(=O)=O)c(=O)n(-c2ccccc2)n1C
-8	Clc1ccccc1CSc1ncnc2nc[nH]c12
0	CCOc1cc(C2/C(=C(/O)c3ccc(OC(C)C)cc3)C(=O)C(=O)N2CCCOC)ccc1O (configuration not stated)
-1	CN(C(=O)CCn1c(=S)oc2ccccc21)C1CCCCC1
1	Cc1cc(NC(=O)CC(CN(C)S(=O)(=O)c2ccccc2)c2ccccc2)no1 (configuration not stated)
10	CC1=C(C(=O)OCCc2ccccc2)C(c2ccc(C)s2)C2=C(CCCC2=O)N1 (configuration not stated)
-3	COc1ccc(C2C(=O)N(C3CCCCCC3)CC(=O)N2CCc2ccccc2)cc1 (configuration not stated)
-1	Cn1cc(C(=O)NCc2ccccc2Cl)c2c3ccccc3n(C)c2c1=O
-9	O=C(OCC#CCSc1nnc(-c2ccncc2)o1)c1cccs1

Other compounds follow.
14-3-3 PPI	structure
-3	Cc1ccc(Nc2c(-c3ccc(Cl)cc3)nc3nc(C)cc(C)n23)cc1
9	COc1ccc(C2=NC(c3ccc(Cl)cc3)NC(c3ccccc3O)C2)cc1 (configuration not stated)
1	C=CCOC(=O)C1=C(C)NC2=C(C(=O)CC(C)(C)C2)C1c1cc2c(cc1Cl)OCO2 (configuration not stated)
-6	COc1ccc(C2C3=C(Nc4ncnn42)c2ccccc2OC3c2ccccc2F)cc1Br (configuration not stated)
14	O=C1c2ccccc2C(=O)c2c1oc1c3c(ccc21)OCN(Cc1cccnc1)C3
-4	O=C(c1ccco1)N1CCN(C(=O)C2CCN(S(=O)(=O)Cc3ccccc3)CC2)CC1
-40	O=C1NC(=Nc2cccc3ccccc23)SC1(CO)CO
-7	CN1C(=O)c2ccccc2C(C(=O)NCCN2CCN(c3cccc(Cl)c3)CC2)C1c1cn(C)c2ccccc12 (configuration not stated)
-3	COc1ccc(NC(=O)C2c3cc(OC)c(OC)cc3C(=O)N(C)C2c2ccccc2F)cc1Cl (configuration not stated)
-11	Cc1ccc(Nc2cc(C)nc(NCc3ccccc3)n2)cc1

New compounds follow:
14-3-3 PPI	structure
0	CCOC(=O)CN1CC23C=CC(O2)C(C(=O)NCCc2ccccc2)C3C1=O (configuration not stated)
-30	c1ccc2c(c1)nc(Nc1ccc3c(c1)OCO3)c1nnnn12
-4	O=C(c1ccco1)N1CCN(CC(=O)N2CCCc3c2c(=O)oc2ccc(OCc4ccccc4)cc32)CC1
-5	COc1ccc2nc(N3CCCC(C(=O)NCc4ccc(F)cc4)C3)sc2c1 (configuration not stated)
3	Cc1c(Cl)cccc1NC(=O)CN1CCN(CCO)CC1
0	CCCCNC(=O)c1n[nH]c(=O)c2ccccc12
8	CCSc1nnc(N)s1
-31&-76	COc1ccccc1-n1cnc2cc(C(=O)NCC3CCCO3)ccc21 (configuration not stated)
0	CC(C)OC(=O)c1c(F)c(F)c(N2CCOCC2)c(F)c1F
1	CCOC(=O)c1cc2c(ccn2C)n1CC(=O)N1CCN(c2ccccc2)CC1

(cont.)
14-3-3 PPI	structure
-3	COc1ccc(C2CC(=O)C3=C(C2)NC(C)=C(C(=O)OC2CCCCC2)C3c2ccc(SC)cc2)cc1OC (configuration not stated)
-1	CCOc1cc(O)c(-c2[nH]ncc2-c2ccccc2)cc1CC
7	COc1ccc(OCc2nnc(SC3CCOC3=O)n2-c2ccccc2)cc1 (configuration not stated)
2	C=CCN(CC(=O)NCc1ccccc1)C(=O)c1csnn1
1	CCOc1ccc(-n2c(=O)c3c4c(sc3n(CC(=O)N3CCCC3)c2=O)CCC4)cc1
-5	CCN(CC)C(=O)c1ccccc1NC(=O)c1cccc(S(=O)(=O)N2CCCC2)c1
-10	Cc1ccn2c(NC3CCCCC3)c(-c3ccc(Cl)cc3)nc2c1
-6	CCCCc1ccc(-c2ccc(CC)cn2)cc1
-1	Cn1ccnc1SCC(=O)Nc1ccccn1
-8	Cc1nnc(C)n1/N=C/c1cccn1C

Remaining list, next part.
14-3-3 PPI	structure
-12	CN(C)CCCNc1ncnc2ccc(Br)cc12
-4	CCOc1ccc(C(=O)N2CCc3cc(OC)c(OC)cc3C2)cc1OCC
-5	CCCCn1c2nc3ccccc3nc2c2c(=O)n(CC(C)C)cnc21
3	O=C(CSc1ncnc2ccccc12)Nc1ccc2c(c1)OCO2
-7	COc1ccccc1N1CCN(S(=O)(=O)c2ccc(F)c(C(=O)Nc3ccccc3Br)c2)CC1
-20	CCN1C(=O)c2cccc3c(NC(=O)c4ccc(S(=O)(=O)N(C)c5ccccc5)cc4)ccc1c23
-4	c1ccc(N2CCN(c3nnc(Cc4cccnc4)c4ccccc34)CC2)nc1
8	O=C(Cc1ccc(Cl)cc1)Nc1cccc(-c2nnc(-c3ccco3)o2)c1
4	COCCn1nnnc1C(c1cccc(OC)c1OC)N1CCN(C2CCCCC2)CC1 (configuration not stated)
-12	CC1(C)CC(=O)C2=C(C1)NC(=O)CC2c1ccc([N+](=O)[O-])cc1 (configuration not stated)

Some of the entries so far, comma-delimited.
canonical_smiles,14-3-3 PPI
COc1ccc(OCc2nnc(SC3CCOC3=O)n2-c2ccccc2)cc1 (configuration not stated),7
C=CCN(CC(=O)NCc1ccccc1)C(=O)c1csnn1,2
CCOc1ccc(-n2c(=O)c3c4c(sc3n(CC(=O)N3CCCC3)c2=O)CCC4)cc1,1
CCN(CC)C(=O)c1ccccc1NC(=O)c1cccc(S(=O)(=O)N2CCCC2)c1,-5
Cc1ccn2c(NC3CCCCC3)c(-c3ccc(Cl)cc3)nc2c1,-10
CCCCc1ccc(-c2ccc(CC)cn2)cc1,-6
Cn1ccnc1SCC(=O)Nc1ccccn1,-1
Cc1nnc(C)n1/N=C/c1cccn1C,-8
CN(C)CCCNc1ncnc2ccc(Br)cc12,-12
CCOc1ccc(C(=O)N2CCc3cc(OC)c(OC)cc3C2)cc1OCC,-4
CCCCn1c2nc3ccccc3nc2c2c(=O)n(CC(C)C)cnc21,-5
O=C(CSc1ncnc2ccccc12)Nc1ccc2c(c1)OCO2,3
COc1ccccc1N1CCN(S(=O)(=O)c2ccc(F)c(C(=O)Nc3ccccc3Br)c2)CC1,-7
CCN1C(=O)c2cccc3c(NC(=O)c4ccc(S(=O)(=O)N(C)c5ccccc5)cc4)ccc1c23,-20
c1ccc(N2CCN(c3nnc(Cc4cccnc4)c4ccccc34)CC2)nc1,-4
O=C(Cc1ccc(Cl)cc1)Nc1cccc(-c2nnc(-c3ccco3)o2)c1,8
COCCn1nnnc1C(c1cccc(OC)c1OC)N1CCN(C2CCCCC2)CC1 (configuration not stated),4
CC1(C)CC(=O)C2=C(C1)NC(=O)CC2c1ccc([N+](=O)[O-])cc1 (configuration not stated),-12

Other compounds
14-3-3 PPI	structure
-19	Cc1ccc(O)c(N=Cc2ccc(OCc3ccccc3)cc2)c1
3	O=C(O)Cc1coc(-c2ccc(F)cc2)n1
2	CC(=O)Nc1ccc(S(=O)(=O)NCC2CCC(C(=O)N(C)C3CCCCC3)CC2)cc1 (configuration not stated)
-4	CC(=O)Nc1ccc(S(=O)(=O)N2CCN(C34CC5CC(CC(C5)C3)C4)CC2)cc1
-6	c1cc(-c2cn[nH]c2)ccn1
-9	Cc1oc(-c2ccccc2)cc1C(=O)Nc1cccc(C(=O)O)c1
-8	c1ccc(OCc2nn3c(Cn4nnc5ccccc54)nnc3s2)cc1
9	COC(=O)c1ccc(N2C(=O)CSC2c2ccc(C(C)(C)C)cc2)cc1 (configuration not stated)
-1	COCCN1C(=O)c2ccccc2C(C(=O)Nc2ccc(C)cc2Cl)C1c1c[nH]c2ccccc12 (configuration not stated)
-4	COc1cccc(CN2CCN(C(=O)c3ccco3)CC2)c1OC

For reference, some entries already given.
14-3-3 PPI	structure
-4	CC(=O)Nc1ccc(S(=O)(=O)N2CCN(C34CC5CC(CC(C5)C3)C4)CC2)cc1
-6	c1cc(-c2cn[nH]c2)ccn1

Going on with the list.
14-3-3 PPI	structure
-12	Cc1ccc2c(c1)sc(=NC(=O)c1ccc(S(=O)(=O)N3CCCCC3)cc1)n2C
-5	O=C(CSc1nc2c(c(=O)n1-c1ccc(F)cc1)SCC2)Nc1ccc(OC(F)(F)F)cc1
-2	Cc1cccc(N(C(=O)c2ccc(Cl)cc2)C2CCS(=O)(=O)C2)c1 (configuration not stated)
7	O=C(CN(Cc1ccccc1)S(=O)(=O)c1ccccc1)Nc1cccc2ccccc12
-9	COc1ccccc1C1SCCN1C(=O)Nc1ccc2ccccc2c1 (configuration not stated)
-6	CCc1nc(SCc2ccc(C(=O)OC)o2)c2c(=O)n(C)c(=O)n(C)c2n1
2	CC(NC(=O)C1CC2CCCC(C1)C2=O)c1ccccc1 (configuration not stated)
2	Cc1cc(C)n2c(SCc3ccccc3Cl)nnc2n1
-6	C=CCSc1ncccc1C(=O)NCc1ccc(C)cc1
-2	O=C(Nc1cc(C(F)(F)F)ccc1OCC(F)(F)F)c1cc([N+](=O)[O-])ccc1Cl

Further structures follow:
14-3-3 PPI	structure
-24	CCc1ccc(-c2cc(C(=O)N3CCCCC3)c3ccccc3n2)cc1
-58	CCOC(=O)c1ccc2c(c1)C1C=CCC1C(c1ccccc1Br)N2 (configuration not stated)
1	Cc1nnc(Sc2cc(C(=O)NCCN(C)Cc3ccccc3)c3ccccc3n2)s1
-11	Cc1occc1-c1nnc(SCC(=O)NCCc2ccccc2)n1Cc1ccccc1
-16	COC(=O)c1ccc2c(c1)sc(=NC(=O)c1ccc(S(=O)(=O)N3CCCCCC3)cc1)n2C
2	COC(=O)C(CC(C)C)NC(=O)CCC1CCCCC1 (configuration not stated)
-11	O=C1Cn2c(nc3ccccc32)-c2ccccc2N1
-3	COc1ccc(N(C)S(=O)(=O)c2cccc(C(=O)Nc3ccc(-n4cnnn4)cc3)c2)cc1
-20	O=C(CSc1nc2c(c(=O)n1-c1ccc(F)cc1)SCC2)N1CCCc2ccccc21
-7	Cc1onc(-c2ccccc2Cl)c1C(=O)NCc1cccs1
-8	Cc1cc(F)ccc1CNC(=O)CCC(=O)Nc1ccc2nc(N3CCCCC3)cc(C)c2c1
-7	O=S(=O)(Cc1ccc(Cl)cc1)Nc1ccc2c(c1)OCO2
2	Cc1nc(Nc2nc3ccccc3s2)[nH]c(=O)c1Cc1ccccc1
